# Compound activity (PubChem BioAssay)
# LDHA inh = LDHA (human) enzyme inhibition. P00338. purified LDHA, NADH/diaphorase-resazurin fluorescence; stronger effect = lower value. activity change, % (values are at about 110 or 230 µM). 480,000 compounds, 0.15% hits. AID 1347041; in the data active = activity change below about -30%; inconclusive = mostly about -25% to -30%;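 also: plate controls were DMSO wells for no effect and wells without enzyme for full effect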
#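 Resorufin fluorescence (ex540/em590), read at 0 and 20 min after diaphorase/resazurin addition, reports the NADH left after a 5 min room-temperature reaction of 2 nM human LDH5 with 0.06 mM NADH and 0.2 mM pyruvate.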
# 12-LOX inh = blocks human arachidonate 12S-lipoxygenase; AID 1671190; 580,000 compounds, 1.1% hits; Potency, µM (series often up to 108 µM), without a hit: at the highest dose activity change, negative = inhibition, actives largely listed as inhibitors; purified 12hLO, xylenol orange hydroperoxide absorbance; P18054; active = well fitted inhibition curve with a large enough effect; inconclusive = small, poorly fitted or top-dose-only effect, or another doubt; inactive = no such curve, though single readings can be large or run the other way; also: potency is read from the fitted curve at half-maximal effect
# Target sequence (P18054 whole entry, looked up): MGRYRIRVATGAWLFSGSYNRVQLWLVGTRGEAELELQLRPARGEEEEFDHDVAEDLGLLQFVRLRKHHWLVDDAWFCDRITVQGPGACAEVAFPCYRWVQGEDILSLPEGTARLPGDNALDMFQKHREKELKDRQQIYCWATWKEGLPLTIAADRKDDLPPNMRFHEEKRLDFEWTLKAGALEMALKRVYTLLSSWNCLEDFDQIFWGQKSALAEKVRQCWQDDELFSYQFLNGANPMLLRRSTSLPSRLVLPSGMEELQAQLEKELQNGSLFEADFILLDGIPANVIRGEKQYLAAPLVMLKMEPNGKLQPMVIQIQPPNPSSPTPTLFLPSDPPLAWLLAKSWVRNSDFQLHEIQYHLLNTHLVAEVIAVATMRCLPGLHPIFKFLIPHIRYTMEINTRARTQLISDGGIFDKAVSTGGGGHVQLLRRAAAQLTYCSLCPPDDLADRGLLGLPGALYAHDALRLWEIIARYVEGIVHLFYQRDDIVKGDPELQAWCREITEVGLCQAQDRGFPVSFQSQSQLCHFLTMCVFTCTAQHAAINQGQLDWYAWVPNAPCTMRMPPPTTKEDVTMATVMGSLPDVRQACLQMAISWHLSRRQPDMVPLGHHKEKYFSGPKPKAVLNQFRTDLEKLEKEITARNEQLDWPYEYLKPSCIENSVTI
#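 Purified human 12hLO at 150 nM in 25 mM Hepes, 0.01% Triton X-100, pH 7.0, preincubated 15 min at room temperature with compound. Reaction started with 40 uM arachidonic acid, 30 min at room temperature. Hydroperoxide measured by Fe-xylenol orange, 573/405 nm absorbance ratio.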
# Starred values were filed as active, the others as inactive; ? = inconclusive; [ ] = dose if it differs, or a comment. Unless noted, % is scaled to controls: 0 for no effect and ±100 for the full control effect. An excerpt, so the mix of outcomes need not match the whole.
SMILES,LDHA inh,12-LOX inh
CC(NCc1ccccc1)C(=O)O (stereo unspecified),10.8,-41.1%
O=C(NCCN1CCCCC1)C(=O)Nc1ccc2cc[nH]c2c1,0.7,?
Cc1ccc(C)c(NC(NC(=O)c2ccc(Br)cc2)C(Cl)(Cl)Cl)c1 (stereo unspecified),-19.5,?
Cc1c(-c2ccccc2)[nH]c2ccc(Cl)cc12,3.8,?
CSc1nc(C(C)C)nc(C)c1C(=O)Nc1ccc(Cl)cc1C,2.0,-12.4%
Cc1cc2n(n1)CC(CNC1CCN(Cc3ccccc3)CC1)CN2 (stereo unspecified),0.7,0.5%
COc1ccc(C(C)=O)cc1COC(=O)c1cc(Br)ccc1Cl,11.3,0.3%
OC(COCc1ccccc1F)Cn1nnc(-c2ccc(Br)cc2)n1 (stereo unspecified),3.6,?
COc1cc(OC)c(C2C3=C(CC(C)(C)CC3=O)Nc3n[nH]c(-c4ccccc4)c32)cc1OC (stereo unspecified),22.3,11.4%
CCn1cnc2c1c(=O)n(CC(=O)Nc1c(C)cccc1C)c(=O)n2Cc1ccccc1,-12.3,?
C/C(=C(/C#N)c1nc2ccccc2[nH]1)c1ccc(C)cc1,6.9,-4.5%
Cc1cc(=O)c(C(=O)Nc2nnc(C(C)C)s2)nn1-c1ccccc1F,11.3,-25.3%
Cc1cccc(OC(C)C(=O)Nc2cc(-c3ccccc3)no2)c1C (stereo unspecified),3.6,-13.4%
O=C(NC1CC1)c1cccc(NS(=O)(=O)c2ccc(Cl)cc2C(F)(F)F)c1,-5.0,-23.4%
COc1cc(-c2c(NC(=O)C(C)C)n(C)c3ccccc3c2=O)cc(OC)c1OC,7.3,-4.3%

# Ordered by value in LDHA inh (low to high): 3 of the compounds above
structure	LDHA inh	12-LOX inh
CCn1cnc2c1c(=O)n(CC(=O)Nc1c(C)cccc1C)c(=O)n2Cc1ccccc1	-12.3	?
O=C(NC1CC1)c1cccc(NS(=O)(=O)c2ccc(Cl)cc2C(F)(F)F)c1	-5.0	-23.4%
Cc1cccc(OC(C)C(=O)Nc2cc(-c3ccccc3)no2)c1C (stereo unspecified)	3.6	-13.4%

# (listing goes on)
SMILES,LDHA inh,12-LOX inh
COc1ccc(C(=O)CSc2nc3nc(C)c(Br)cc3[nH]2)cc1,-9.0,4.5%
CCCCC[C@H](C)N1C[C@@H](COCc2ccccc2)Oc2cc(N3CCC[C@H]3C(N)=O)ccc2S1(=O)=O,2.7,-18.6%
Cc1oc(-c2ccccc2)nc1Cn1ncc2ccccc2c1=O,1.5,-5.9%
Cc1ccc(OC(C)C(=O)NC2CCCC2)cc1C (stereo unspecified),10.6,12.1%
CN1CCN(c2oc(COc3ccccc3F)nc2C#N)CC1,1.3,38.0%[activator]
CCC(CO)NS(=O)(=O)c1cc(C)c(Br)cc1Cl (stereo unspecified),5.8,17.0%
CCCCCCCCCCCOc1ccc(C(=O)O)cc1,1.8,4.5%
CCc1nc(Nc2ccccn2)sc1C,-24.5,?
Cc1cc(C)c2cc(C#N)c(NCCCN)nc2c1,7.1,-10.4%
Cc1cc2nc(-c3ccc(Cl)cc3)c(Cc3ccsc3)n2c(C)c1Br,8.9,0.0%
CN(CC(=O)Nc1ccccc1Cl)CC(=O)N(CCC#N)c1ccccc1F,17.2,?
CC(C)N1C(=O)C(O)(CC(=O)c2cccnc2)c2ccccc21 (stereo unspecified),10.1,107.4%[activator]
COc1ccccc1C1CC(=O)N(Cc2cccc(Cl)c2)c2c1c(C)nn2-c1nc(C)cc(C)n1 (stereo unspecified),2.9,0.9%
Cc1ccc(-c2cc(C(=O)OCC(=O)NCCc3ccccc3)c3ccccc3n2)o1,4.5,?
Cn1c(=O)c2c(nc(N3CCN(C(=O)Cc4ccccc4)CC3)n2Cc2ccccc2)n(C)c1=O,16.2,-3.9%
O=S(=O)(NCc1ccc(Cn2cncn2)cc1)c1ccccc1F,-2.2,8.1%
CC(=O)c1c(C)[nH]c(C(=O)/C(C#N)=C\c2ccc(F)cc2)c1C,-0.1,35.5µM*
COc1cccc(C(=O)NCc2coc(-c3cccs3)n2)c1OC,1.4,15.5%
COc1cc(/C=C/C(=O)c2ccc(O)cc2)cc(Br)c1O,13.7,?
Cc1oc2cc(OCC(=O)N[C@@H](C(=O)O)C(C)C)ccc2c(=O)c1-c1ccc(Cl)cc1,-3.3,-0.8%
Cc1ccc(COC(=O)c2ccc(Cl)c(S(=O)(=O)N3CCCCC3)c2)cc1,-2.0,-5.5%
Cc1ccc(-n2cccc2)cc1C,-2.7,-23.7%
CC(C)(C)c1ccc(NC(=O)CCc2c[nH]c3ccccc23)cc1,11.2,-22.6%
O=C(Nc1ccc(F)cc1)C(c1cccc(F)c1)N1CCN(C(=O)c2ccco2)CC1 (stereo unspecified),2.8,8.1%
CCN(Cc1ccccc1)C(=O)c1cc2cc(OC)ccc2oc1=O,-8.9,4.9%
Cc1nn(-c2nc3c(c(=O)n(CC(N)=O)c(=O)n3C)n2Cc2ccccc2)c(C)c1C,-32.6*,27.8%
COc1cc(C2CC(=O)N3CN(c4ccc(C)cc4)CSC3=C2C#N)cc(Br)c1O (stereo unspecified),27.0,1.26µM*
O=C(NCC1(c2ccccc2)CCCC1)c1cc2c(Cl)nc3ccccc3c2s1,-0.9,?
O=C(CSc1nnc2ccc(-c3ccco3)nn12)N1CCOCC1,-0.3,?
CCc1ccc(C(=O)N(CC#N)C2CC2)cc1,2.0,3.6%
Cc1cc(=O)oc2cc(NC(=O)Cc3ccc(Cl)c(Cl)c3)ccc12,-7.9,-26.6%
C=CCOc1ccc(/C=C2\N=C(SC)SC2=O)cc1,6.8,?
O=C(CSc1nnnn1Cc1ccccc1)N1CCN(S(=O)(=O)c2ccc3c(c2)CCC3)CC1,-6.4,-1.1%
COC(=O)C(Cl)(C(=O)OC)C(OC)(C(=O)OC)C(=O)OC,1.6,-17.8%
COc1ccc(NC(=O)Cn2nc(Cc3ccncc3)c3ccccc3c2=O)c(OC)c1,8.3,34.5%
CCN(CC)C(=O)CNC(=O)c1[nH]c2ccccc2c1Cl,-22.5,-1.4%
Cc1nc(-c2cc3ccc(OCC(=O)NC(CO)C(C)C)cc3oc2=O)cs1 (stereo unspecified),-3.0,-0.2%
COc1ccc(Cl)cc1C(=O)N1CC(C)CC(C)C1 (stereo unspecified),7.9,?
CC(C)CCn1nc(C(=O)NCc2ccc(F)cc2)c2ccccc2c1=O,2.6,2.1%
CCCc1cn(CC(C)n2c(=O)c3ccccc3n2Cc2cc(C(C)C)no2)nn1 (stereo unspecified),-12.8,0.7%
Cc1cc(=O)oc2cc(NC(=O)Cc3ccccc3Cl)ccc12,6.4,-14.4%
O=C(Nc1ccc(F)cc1)C(Oc1ccc(S(=O)(=O)N2CCOCC2)cc1)c1ccccc1 (stereo unspecified),9.7,4.4%
C/C=C/c1cccc(-c2nc(C(=O)NC3Cc4ccccc4C3)cc3c2[C@@H](CCO)N(C(C)=O)C3)c1,6.3,-11.1%
CCCN(Cc1cc(=O)[nH]c2ccccc12)C(=O)C(C)C,11.3,8.7%
O=C1CCCC2=C1C(c1cccs1)CC(=O)N2c1cccc(C(F)(F)F)c1 (stereo unspecified),-4.0,-1.2%
Cc1nc2c(c(C)c1CCC(=O)NCCN1CCCC1)c(=O)n(C)c(=O)n2C,-0.2,39.2%
CCCCNC(=O)c1cccc(I)c1,0.6,2.7%
COC(=O)COc1ccccc1/C=C/C(=O)c1cc2ccccc2o1,2.8,15.6%
COC(=O)c1ccccc1OS(=O)(=O)c1ccc2oc(=O)ccc2c1,11.3,-6.2%
N#Cc1ccccc1Sc1ccccc1C(=O)Nc1ccc2c(c1)CCC2,-0.2,20µM*
COP(=O)(OC)c1nc(-c2cccc([N+](=O)[O-])c2)oc1NCc1ccc(C)cc1,1.3,-25.2%
CCc1noc(C)c1C(=O)Nc1ccc(C)c(C)c1,-0.3,?
C/C=C/Cn1c(SCC(=O)OCC)nc2c1c(=O)[nH]c(=O)n2C,2.4,1.2%
O=C1CCCC2=C1C(c1ccc(F)cc1)c1c(nc(SCc3ccccc3F)[nH]c1=O)N2 (stereo unspecified),-0.7,-42.5%
CCOC(=O)c1ccc(Oc2c(C(F)(F)F)oc3cc(OC(=O)c4ccccc4)ccc3c2=O)cc1,8.7,?
O=C(CCc1nnc2ccc(N3CCOCC3)nn12)NCC1CCN(Cc2ccc(F)cc2)CC1,0.7,3.7%
CCOC(=O)c1c(-c2ccccc2)nc2ccccc2c1-c1ccccc1,5.0,-6.1%
COc1ccc2ccc(OC(=O)c3ccc(CNC(C)=O)cc3)cc2c1,-3.9,?
N#C/C(=C/c1cccc(OC(F)F)c1)c1ccccn1,5.6,?
C/C(=N\NC(=O)c1cccs1)c1ccc(C)cc1,-0.6,17.9%

# Seven consecutive compounds out of the list so far:
SMILES,LDHA inh,12-LOX inh
O=C1CCCC2=C1C(c1ccc(F)cc1)c1c(nc(SCc3ccccc3F)[nH]c1=O)N2 (stereo unspecified),-0.7,-42.5%
CCOC(=O)c1ccc(Oc2c(C(F)(F)F)oc3cc(OC(=O)c4ccccc4)ccc3c2=O)cc1,8.7,?
O=C(CCc1nnc2ccc(N3CCOCC3)nn12)NCC1CCN(Cc2ccc(F)cc2)CC1,0.7,3.7%
CCOC(=O)c1c(-c2ccccc2)nc2ccccc2c1-c1ccccc1,5.0,-6.1%
COc1ccc2ccc(OC(=O)c3ccc(CNC(C)=O)cc3)cc2c1,-3.9,?
N#C/C(=C/c1cccc(OC(F)F)c1)c1ccccn1,5.6,?
C/C(=N\NC(=O)c1cccs1)c1ccc(C)cc1,-0.6,17.9%

# Other records
SMILES,LDHA inh,12-LOX inh
CCOC(=O)c1cc(-c2ccccn2)nc2c1c(=O)[nH]c(=O)n2CCOC,-4.7,-27.2%
COc1cc(/C=C(\C#N)c2nc3ccccc3[nH]2)ccc1OCc1ccc(C)cc1,5.9,8.5%
COC(=O)C1CCN(S(=O)(=O)NCc2ccnc(Oc3ccc(C)c(C)c3)c2)CC1,-6.5,-36.2%
COc1ccc(-c2coc3cc(OC(=O)C(C)(C)C)ccc3c2=O)cc1,6.1,16.8%
COc1ccc(-c2noc(-c3ccc(S(=O)(=O)N(C)C)o3)n2)cc1,-5.9,0.4%
COc1ccc2nc(/C(C#N)=C\c3ccc(I)cc3)[nH]c2c1,-1.0,-30.1%
CC(=O)Nc1ccccc1OCc1cc(C)cc(C)c1,7.1,-0.8%
Cc1c(C(=O)NC2CCS(=O)(=O)C2)nnn1-c1ccc(Cl)cc1 (stereo unspecified),5.6,23.6%
CCCCCOC(=O)c1c(C)oc2cc(C)c(NS(=O)(=O)c3cccs3)cc12,6.1,?
CCCc1cc(=O)oc2cc(OCC(=O)O)c(Cl)cc12,10.5,?
CC1CCC2(CC1)N=C(c1cccc(F)c1)C(=S)N2 (stereo unspecified),1.3,?
CN1CCN(c2cnn(Cc3ccc(F)cc3)c(=O)c2Cl)CC1,-1.2,1.1%
COc1ccc(OC)c(CNC(=O)c2c(-c3ccc(C)cc3)nnc3ccccc23)c1,-18.2,37.8%[activator]
c1csc(CNCCCn2ccnc2)c1,8.4,?
CCCCS(=O)(=O)CCCCCO,1.9,25.2%
Cc1ccc(OCC(O)Cn2c(NCCO)nc3c2c(=O)[nH]c(=O)n3C)cc1 (stereo unspecified),-7.1,?
CS(=O)(=O)NCC(=O)O,-6.0,21.7%
COc1ccc(-c2nc(C)c(CCNS(=O)(=O)c3ccc(Cl)s3)s2)cc1,9.8,?
O=C(c1c[nH]c2ccccc12)N1CCN(C(=O)C2CC2)CC1,-2.3,-5.7%
O=C(NCCC(=O)N(Cc1ccco1)C1CC1)C1CCCC1,-3.6,-22.5%
O=C(CCc1cccs1)Nc1ccc(N2CCOCC2)cc1,1.8,5.4%
NC(=O)c1ccc(CN(Cc2cccs2)C2CC2)cc1,2.0,?
Cc1cc(C)cc(NC(=O)c2cc(-c3ccncc3)nc3ccccc23)c1,-18.1,35.2%
CC(C)C(=O)NCCc1ccc(C(=O)O)cc1,5.3,15.7%
CC(Sc1ncccn1)C(=O)O (stereo unspecified),8.4,?
O=C(Nc1cccc(CO)c1)c1cccc2cccnc12,1.5,76.5%[activator]
CCc1ccc2nc(-c3ccccn3)cc(C(=O)O)c2c1,3.6,30.4%[activator]
CC1(c2nc3ccccc3[nH]2)c2ccccc2C(=O)N1C1CC1 (stereo unspecified),0.6,0.0%
O=C(NNC(=O)C1CC1c1ccccc1)NC1CCCCC1 (stereo unspecified),1.6,-0.7%
NC(=O)c1ccccc1NCC(=O)Nc1ccccc1C(=O)NC1CCCC1,-8.0,32.4%[activator]
O=C(NCCc1ccc(C(F)(F)F)cc1)c1ccccn1,2.2,-6.3%
CC(=O)c1ccc(NC(=O)c2cc3ncccn3n2)cc1,-14.6,-15.7%
N#Cc1nc(-c2ccccc2Cl)oc1NC1CCCCC1,-1.1,-11.5%
FC(F)(F)c1ccc(=S)[nH]c1,8.4,5.01µM*
CN(CC(=O)NC1CC1)c1nc(-c2cccs2)nc2ccccc12,-4.4,24.3%
Cc1cc(C)c(NC(=O)Cc2cccs2)c(Cl)c1,15.0,?
Cc1c(C)n2c3c(=O)[nH]c(=O)n(C)c3nc2n1CCCN1CCN(C)CC1,5.3,-6.2%
Cc1oc(-c2nc(C#N)c(N3CCCCCC3)o2)cc1S(=O)(=O)N1CCOCC1,-8.6,2.4%
O=C(O)CC(C(=O)O)c1ccccc1 (stereo unspecified),-2.0,-31.0%
